Screens: PubChem BioAssay, National Center for Advancing Translational Sciences (NCATS)
TDP1 inh – inhibitors of human tyrosyl-DNA phosphodiesterase TDP1; Q9NUW8; AID 485290; recombinant TDP1, AlphaScreen DNA substrate cleavage; 0.28% of 350,000 active; Potency, µM (series often up to 130 µM), inactives show at the highest dose activity change, negative = inhibition, hits mostly inhibitors; note: nearly all actives have a fitted effect of over 40% in size
Target sequence (Q9NUW8 whole entry, looked up): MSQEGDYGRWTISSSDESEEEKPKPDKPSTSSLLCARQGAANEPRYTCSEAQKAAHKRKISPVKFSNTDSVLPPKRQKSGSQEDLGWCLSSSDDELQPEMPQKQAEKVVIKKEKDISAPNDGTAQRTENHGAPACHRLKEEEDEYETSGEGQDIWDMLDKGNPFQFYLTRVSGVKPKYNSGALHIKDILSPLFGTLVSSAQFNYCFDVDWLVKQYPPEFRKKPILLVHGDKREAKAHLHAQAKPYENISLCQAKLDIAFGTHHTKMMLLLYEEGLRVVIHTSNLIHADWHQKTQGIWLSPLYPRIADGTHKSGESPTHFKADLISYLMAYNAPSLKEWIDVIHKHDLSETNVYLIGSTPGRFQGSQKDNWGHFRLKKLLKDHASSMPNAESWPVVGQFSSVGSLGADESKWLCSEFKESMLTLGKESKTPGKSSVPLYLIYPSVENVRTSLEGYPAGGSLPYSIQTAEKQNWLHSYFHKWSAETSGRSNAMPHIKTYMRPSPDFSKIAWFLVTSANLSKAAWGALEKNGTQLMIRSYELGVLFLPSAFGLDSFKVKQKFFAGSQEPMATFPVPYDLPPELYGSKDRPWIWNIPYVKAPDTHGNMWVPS
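AlphaScreen read-out: signal falls as enzyme removes the 3' tyrosine-FITC from a 5'-biotinylated DNA oligo (15 nM, 5 min, RT). Enzyme was E. coli-made recombinant Tdp1 at 1 nM, exposed to compound for 15 min beforehand; beads 10 ug/ml, 10 min.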
N370S GC mod – inhibits or activates N370S mutant glucocerebrosidase | P04062 | N370S GC spleen homogenate, 4MU-glucoside fluorescence | Potency, µM (doses to about 59.4 µM), for inactives: at the highest dose activity change, negative = inhibition, usual class: inhibitors | 0.092% of 330,000 active | AID 2101;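 note: 0% = full enzyme activity and -100% = no enzyme basal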
FEN1 inhibitor – inhibitors of human flap endonuclease 1. 0.35% of 390,000 active. Potency, µM (series often up to 114 µM), for the others: at the top dose activity change, negative = inhibition, actives largely listed as inhibitors. P39748. Recombinant FEN1 flap cleavage, fluorescence, 15 min. AID 588795; note: nearly all actives have a fitted effect of over 65% in size
Target sequence (P39748 whole entry, looked up): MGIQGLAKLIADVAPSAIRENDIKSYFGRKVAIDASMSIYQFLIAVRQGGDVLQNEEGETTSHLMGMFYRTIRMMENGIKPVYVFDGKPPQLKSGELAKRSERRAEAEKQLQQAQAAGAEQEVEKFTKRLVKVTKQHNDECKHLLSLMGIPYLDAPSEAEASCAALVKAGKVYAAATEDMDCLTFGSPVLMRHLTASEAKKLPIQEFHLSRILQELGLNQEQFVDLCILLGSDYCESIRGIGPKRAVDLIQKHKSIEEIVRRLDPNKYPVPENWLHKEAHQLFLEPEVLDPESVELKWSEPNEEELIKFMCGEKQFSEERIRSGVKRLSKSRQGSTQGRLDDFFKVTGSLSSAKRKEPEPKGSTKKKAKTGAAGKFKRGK
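Quantitative HTS format: each compound was titrated, incubated with 10 nM nuclease for 15 min at room temperature, then challenged with flap substrate at 50 nM final. Signal change over 15 min gave concentration–effect curves.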
An asterisk follows results filed as active; u = inconclusive; x = not tested or not shown; & = joins results of further samples; [ ] = another dose, or the depositor's remark. Calls come from the whole dose curve; as a rule, active = well fitted curve in the direction sought with a large enough effect; inconclusive = small, poorly fitted or top-dose-only effect, or another doubt; inactive = no such curve, though single readings can be large; an effect the other way counts as inactive or inconclusive. Unless noted, % is set by controls: 0 for no effect and ±100 for the full control effect; potency is the fitted concentration of half-maximal effect.

N370S GC mod,FEN1 inhibitor,TDP1 inh,structure
-3%,-9%,1%,N#Cc1ccc(Sc2ccccn2)c([N+](=O)[O-])c1
-16%,-7%,x,COc1cc(OC)cc(C(=O)NC2CCCN(Cc3ccc(Cl)cc3)C2)c1 (configuration not stated)
-2%,-3%,8%,Cc1c(NC(=O)C2Cc3ccccc3CN2C(=O)c2ccco2)c(=O)n(-c2ccccc2)n1C (configuration not stated)
-3%,6%,3%,CCS(=O)(=O)N1Cc2ccccc2CC1C(=O)NCc1cccc(OC)c1 (configuration not stated)
11%,3%,u,COc1ccc(OC)c(C2NC(=O)c3sc(=S)n(-c4ccccc4)c3N2)c1 (configuration not stated)
x,10%,5%,Cc1cc(N2CCN(c3cccc(C)c3C)CC2)n2cnnc2n1
x,-21%,11%,Cc1ccc(CNC(=O)c2nc(-c3ccc(Cl)cc3)n3c2CCCCC3)cc1
0%,0%,4%,Cc1ccc(S(=O)(=O)N2CCN(CN3C(=O)CC4(CCCC4)C3=O)CC2)cc1
-2%,1%,1%,COc1ccccc1N1CCN(C(=O)CN(C2CCCCC2)S(C)(=O)=O)CC1
x,2%,9%,COc1cccc(-n2c(=O)c3sc4ccccc4c3n(CC(=O)Nc3cccc(Cl)c3)c2=O)c1
13%,-4%,7%,CCCC1=Nc2cc(C(=O)NCCCOC(C)C)ccc2Sc2ccccc21
-17%,0%,2%,Cc1ccc(S(=O)(=O)N(C)C)cc1NC(=O)Nc1ccccc1
4%,-13%,5%,CCOC(=O)c1c(-c2cccs2)csc1NC(=O)c1ccco1
10%,-5%,-11%,COc1cc(C)ccc1OCCOCCOc1c(C)cc(C)cc1Br
-2%,-13%&0%,5%&2%,CCOc1ccc(NC(=O)N2CCC(C(N)=O)(N3CCCCC3)CC2)cc1
-4%,-5%,3%,COc1ccc(Oc2ncnc3sccc23)cc1
13%[89.1 µM],-8%,14%&3%,Nc1ccc(O)c2c(=O)cc(-c3ccccc3Cl)oc12
-1%,14%,-13%,Cn1nnnc1SCC1=C(C(=O)O)N2C(=O)C(NC(=O)C3CC3c3ccccc3)C2SC1 (configuration not stated)
x,-7%,0%,O=S(=O)(Nc1ccc(F)cc1F)c1ccc(-n2cccn2)cc1
-14%,-2%,6%,O=C(Oc1cccc(NC(=O)c2ccco2)c1)c1cccc(S(=O)(=O)N2CCCCC2)c1
x,-10%,-1%,Cc1cccc(-c2nc3c4ccccc4nc(NCc4ccc(Cl)cc4)n3n2)c1
x,17%,-1%,O=C(Cn1c(-c2cccs2)cc2cc(Cl)ccc21)NCc1ccccc1
-5%,11%,x,O=C(O)Cc1sc(Nc2cccc3ccccc23)nc1-c1ccc(F)cc1
-11%,-15%,5%,COC(=O)c1cc(NC(=O)CC2SC(=Nc3ccccc3)N(CCc3c[nH]c4ccccc34)C2=O)cc(C(=O)OC)c1 (configuration not stated)
12%,0%,8%,Cc1ccc(NC(=S)N=Nc2c(O)[nH]c3ccccc23)cc1
9%,-4%,-1%,CCCCCC(=O)Nc1cccc2ccccc12
-15%&-13%,x,6%,CNCCCCOc1ccccc1Cc1ccccc1
-1%,14%,-3%[0.505 µM],O=C(Cc1ccc(F)cc1)Nc1ccc(S(=O)(=O)N2CCCC2)cc1
-11%,-6%,11%,Cc1ccc(Nc2nnc(-c3ccc(N4CCOCC4)c([N+](=O)[O-])c3)c3ccccc23)cc1
-8%,u,9%,c1ccc2c(c1)CCN(c1nc3cc4c(cc3s1)OCCO4)C2
-12%,-6%,2%[0.0935 µM],Cc1cc(C(=O)NCc2ccc(F)cc2)c2ccccc2n1
7%,-5%,5%,O=C(COC(=O)/C=C/c1cccs1)NC(=O)Cc1ccccc1

Structures from the list above that have a nitro group on carbon (2):
N370S GC mod,FEN1 inhibitor,TDP1 inh,structure
-3%,-9%,1%,N#Cc1ccc(Sc2ccccn2)c([N+](=O)[O-])c1
-11%,-6%,11%,Cc1ccc(Nc2nnc(-c3ccc(N4CCOCC4)c([N+](=O)[O-])c3)c3ccccc23)cc1

Remaining list, next part.
N370S GC mod,FEN1 inhibitor,TDP1 inh,structure
x,8%,1%,c1ccc(CSc2nc3ncccn3n2)cc1
x,-21%,8%,Cc1ccc(C)n1-c1c(C(=O)NCCC(C)C)sc2ncccc12
-2%,-1%,0%,Oc1ccc(Cl)cc1C1=Nc2ccccc2N=C(c2ccco2)C1
x,-3%,4%,O=C(COc1ccccc1[N+](=O)[O-])Nc1cccc(-c2nc3ccccc3s2)c1
-2%,0%,1%,COc1cc(OC)c(/C=N/NC(N)=S)cc1Br
x,11%&-4%,1%&0%,Cc1cc(C)cc(OCCn2c(CCNC(=O)C3CCCCC3)nc3ccccc32)c1
5%,0%,4%,O=C(/C=C/c1cccc2ccccc12)N1CCOCC1
0%,-1%,-3%,CCOC(=O)Cn1nc(C)n(-c2cccc(Cl)c2)c1=O
x,14%,-11%,O=C(Nc1ccc(Cl)cc1)c1nc[nH]c1C(=O)NCCCCNC(=O)c1[nH]cnc1C(=O)Nc1ccc(Cl)cc1
-14%,7%,5%,Cc1nn(-c2ncc(C(F)(F)F)cc2Cl)c(=O)n1-c1cccc(F)c1
-1%,-21%,x,O=C(c1cccc(Cl)c1)N1CCN(CCCc2ccccc2)CC1
-1%,14%,-1%,O=S(=O)(/N=C(/Nc1cc(N2CCOCC2)ncn1)c1ccccc1)c1ccccc1
x,5%,1%[56.1 µM],COC(=O)[C@@]1(Cc2ccccc2)[C@H]2C(=O)N(Cc3ccccc3)C(=O)[C@H]2[C@H]2CN=C(SCc3ccc(C#N)cc3)N21
8%,4%,3%,COCCCn1c(C(C)C)nc2oc3cc(OC)ccc3c(=O)c2c1=O
5%,-4%,2%,CCCCC(CC(O)COCCC)c1n[nH]c(=S)n1-c1ccccc1 (configuration not stated)
6%,-9%,3%,CCOC(=O)c1sc(NC(=O)C(CC)Sc2nnc3c4ccccc4n(C(C)C)c3n2)nc1C (configuration not stated)

A draw from above in order of SMILES length, ascending.
N370S GC mod,FEN1 inhibitor,TDP1 inh,structure
5%,0%,4%,O=C(/C=C/c1cccc2ccccc12)N1CCOCC1
0%,-1%,-3%,CCOC(=O)Cn1nc(C)n(-c2cccc(Cl)c2)c1=O
-1%,-21%,x,O=C(c1cccc(Cl)c1)N1CCN(CCCc2ccccc2)CC1
5%,-4%,2%,CCCCC(CC(O)COCCC)c1n[nH]c(=S)n1-c1ccccc1 (configuration not stated)
8%,4%,3%,COCCCn1c(C(C)C)nc2oc3cc(OC)ccc3c(=O)c2c1=O
6%,-9%,3%,CCOC(=O)c1sc(NC(=O)C(CC)Sc2nnc3c4ccccc4n(C(C)C)c3n2)nc1C (configuration not stated)
x,5%,1%[56.1 µM],COC(=O)[C@@]1(Cc2ccccc2)[C@H]2C(=O)N(Cc3ccccc3)C(=O)[C@H]2[C@H]2CN=C(SCc3ccc(C#N)cc3)N21

More results follow.
N370S GC mod,FEN1 inhibitor,TDP1 inh,structure
1%,5%,3%[56.1 µM],O=C1CC(C(=O)N(CC2CCCO2)C(C(=O)NC2CCCCC2)c2ccncc2)CS1 (configuration not stated)
-5%,-5%,u,COc1ccc(C)cc1N(CC(=O)N1CCCC1)S(=O)(=O)c1ccccc1
4%,-3%,3%,CCOC(=O)c1sc(NC(=O)c2ccc(Cl)s2)cc1C
28%,u,-2%,Cc1cccc2c1N(CCOc1ccc(C(C)(C)C)cc1)C(=O)C2=O
1%,-2%,0%,C/C=C/COc1nc2c(c(=O)n(C)c(=O)n2C)n1C
1%,12%,8%,c1ccc(-c2nc(NCC3CCCO3)c3ccccc3n2)nc1 (configuration not stated)
3%,-2%,2%,O=C(NCCC(c1ccccc1)c1ccccc1)c1cnccn1
3%,13%,0%,Cc1ccc(NC(=O)CCc2nc(-c3cccs3)no2)c(Br)c1
4%,x,11%,CSCC[C@H](NC(=O)[C@@H]1CCCN1C(=O)CNC(=O)[C@H](CCCCN)NC(=O)[C@H](Cc1cnc[nH]1)NC(=O)[C@H](CO)NC(=O)[C@H](CC(C)C)NC(=O)[C@H](CCCN=C(N)N)NC(=O)[C@@H]1CCCN1C(=O)[C@H](CCCN=C(N)N)NC(=O)[C@@H]1CCC(=O)N1)C(=O)N1CCC[C@H]1C(=O)N[C@@H](Cc1ccccc1)C(=O)O
4%,-3%,x,O=C(C1CCCC1)N1CCN(S(=O)(=O)c2ccc(F)cc2)CC1
2%,10%,4%,NS(=O)(=O)c1cnccc1Nc1ccc(Cl)cc1
-10%,x,4%,O=C1[C@@H]2[C@H](Cc3ccc(O)cc3)N[C@]3(C(=O)Nc4ccccc43)[C@@H]2C(=O)N1c1ccc(F)cc1
2%[12.8 µM],x,10%[21 µM],CC1CCC2C(=O)N3C(CCC(C)C3c3ccccc3Br)C(=O)N2C1c1ccc(C#CCN(C)C)cc1 (configuration not stated)
0%,2%,3%,COc1ccc(S(=O)(=O)N2CCC(C(N)=O)(N3CCCCC3)CC2)cc1OC
-5%,-1%,3%,O=C(OC(C(=O)NC1CCCCC1)c1ccc(C(F)(F)F)cc1)c1ccco1 (configuration not stated)
u,-7%,9%,CCCCNc1c(-c2cccc(-c3ccc(OC)cc3)c2)nc2ccc(C)cn12
-20%,-18%,12%[56.1 µM],COC(=O)Cc1c[nH]c2cccc(OCC(O)CN(Cc3ccccc3)C(C)C)c12 (configuration not stated)
x,3%,0%,CN(CC(=O)Nc1ccc(Cl)c(C(F)(F)F)c1)C(=O)CNC(=O)C1CCCCC1
2%,x,1%,COCOc1ccccc1C(=O)/C=C/c1ccccc1
-2%,-13%,4%,O=C(CSc1nnc(NC(=O)C2CC(=O)N(c3ccccc3)C2)s1)NCc1ccco1 (configuration not stated)
-5%,-4%,-5%,CC1=C(c2ccc(Cl)cc2)[N+](=O)C(C)(C)N1[O-]
4%,x,12%&14%,COCCOC(=O)C1=C(C)NC(C)=C(C(=O)OC/C=C/c2ccccc2)C1c1cccc([N+](=O)[O-])c1 (configuration not stated)
x,11%,1%,O=C(CSc1nc2[nH]c(=O)cc(O)c2s1)Nc1ccc(Cl)c(C(F)(F)F)c1
-10%,6%,2%,COCC(=O)Nc1cc(OC)c(Cl)cc1OC

Quoted at random: 2 records from the list.
N370S GC mod,FEN1 inhibitor,TDP1 inh,structure
2%,x,1%,COCOc1ccccc1C(=O)/C=C/c1ccccc1
-20%,-18%,12%[56.1 µM],COC(=O)Cc1c[nH]c2cccc(OCC(O)CN(Cc3ccccc3)C(C)C)c12 (configuration not stated)

The list goes on.
N370S GC mod,FEN1 inhibitor,TDP1 inh,structure
10%,-1%,1%,CCC(=O)NC(NC(=S)Nc1cccc2cccnc12)C(Cl)(Cl)Cl (configuration not stated)
6%,-3%,2%,C=CCOc1ccccc1/C=C/C(=O)O
-7%,u,x,O=c1[nH]c(=S)[nH]cc1S(=O)(=O)c1cccc(Cl)c1
x,-6%,0%,CCc1ccccc1NC(=O)CSc1nc2c(oc3ccccc32)c(=O)n1-c1ccccc1
14%,3%,2%,Cc1ccccc1N1C(=O)c2ccccc2N2C(=O)c3ccccc3C12 (configuration not stated)
-4%,-6%,12%,O=C(CSc1ncccc1C(=O)O)Nc1ccc2c(c1)OCCO2
1%,-6%,2%,CN1CCN(CCCCOc2ccccc2-c2ccccc2)CC1
-15%[12.8 µM],16%,8%[12.3 µM],COC(=O)C1=C(C(=O)OC)[C@@H]2N(Cc3ccccc3)c3ccccc3[C@@]23C[C@@H](C(=O)OC)N(C(=O)C2CCC2)C3=N1
x,3%,2%,COc1ccccc1CNC(=O)C(CCSC)NC(=O)c1cccc(S(=O)(=O)N2CCOCC2)c1 (configuration not stated)
8%,-15%,1%,CC(C)Cn1cnc2c(N)nc3ccccc3c21
1%,3%,-1%,O=C(CSc1nc2cc([N+](=O)[O-])ccc2n1-c1ccccc1)NCc1ccc2c(c1)OCO2
-1%,-5%,2%,CCCCCSc1nc2c(c(=O)[nH]c(=O)n2C)n1C
u,-16%,8%,CCc1ccccc1NC(=S)NNC(=O)c1ccccc1Cl
3%,58%[activator],0%,COC(CNC(=O)C1CCN(S(=O)(=O)c2cccc3nsnc23)CC1)OC
-22%,-12%,x,CCCNC(=O)CCn1c(=S)oc2ccccc21
-6%,20%,0%,CC(C)C(NS(=O)(=O)c1ccc2c(c1)oc(=O)n2C)C(=O)N1CCN(C2CCCCC2)CC1 (configuration not stated)
23%,-28%,5%,N#Cc1nc(COc2ccccc2F)oc1NCc1ccc(F)cc1
-10%,-2%,3%,COc1ccc2c(c1)C(=O)OC2CC(=O)O (configuration not stated)
-7%,1%,-2%,CCOC(=O)C1=NOC2C(=O)N(c3ccc(Cl)cc3Cl)C(=O)C12 (configuration not stated)
-6%,9%&9%,4%,CCOC(=O)C1=C(C)Nc2ncnn2C1c1ccc(N(C)C)cc1 (configuration not stated)
-7%,4%,5%,CCN1CCN(C(=O)c2ccc3c(=O)n(C4CCCC4)c(=S)[nH]c3c2)CC1
x,7%,1%,COc1ccc(CCC(=O)N2CCN(S(=O)(=O)c3ccc(C)cc3)CC2)cc1
-3%,7%,0%,Cc1c(C)c2c(C)nn(-c3ccccc3)c2[nH]c1=O
-3%,1%,3%,COc1ccc(C(=O)N2CCC3(CC2)NCCc2[nH]cnc23)cc1OC
